Assay outcomes: PubChem, several laboratories
HEK293 NOD2/NF-kB = inhibition of NOD2-driven NF-kB reporter – cell-based, luminescence, uHTS, HEK293 (AID 1566). HEK293 NOD2/NF-kB luciferase reporter, luminescence; higher % means a stronger effect. inhibition, % at 4 µM, or EC50 in µM where a hit was titrated. 290,000 compounds, 0.63% hits; also: many of its hits are not listed in these tables
NTR1 agonist = NTR1-driven beta-arrestin-GFP spot formation – imaging, U2OS cells, high content, primary screen (AID 493036); agonist mode; activation, % at 20 µM; 330,000 compounds, 0.17% hits;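 active = activation at or above 40% of the spot to cytoplasm intensity ratio, with at least 20 cells analyzed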;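 also: 0% = DMSO without peptide and 100% = 100 nM NTR1 peptide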
Target sequence (P30989 whole entry, looked up): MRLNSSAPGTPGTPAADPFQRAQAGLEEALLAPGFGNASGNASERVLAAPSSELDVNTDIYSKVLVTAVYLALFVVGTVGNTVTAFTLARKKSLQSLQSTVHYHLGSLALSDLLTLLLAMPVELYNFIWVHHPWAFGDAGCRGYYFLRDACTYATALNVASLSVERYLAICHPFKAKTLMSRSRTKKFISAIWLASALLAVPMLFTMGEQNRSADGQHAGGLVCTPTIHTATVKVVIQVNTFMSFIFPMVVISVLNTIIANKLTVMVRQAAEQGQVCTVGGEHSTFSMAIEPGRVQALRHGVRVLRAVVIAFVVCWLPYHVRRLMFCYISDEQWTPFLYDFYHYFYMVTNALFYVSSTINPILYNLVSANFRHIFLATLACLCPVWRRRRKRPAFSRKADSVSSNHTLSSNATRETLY
GPR55 beta-arrestin = selective activators of receptor GPR55 – imaging, U2OS cells, beta-arrestin-GFP redistribution, primary screen (AID 1961); U2OS GPR55 beta-arrestin-GFP redistribution imaging; higher % means a stronger effect; activation, % at 10 µM, or EC50 in µM where a hit was titrated; 290,000 compounds, 0.048% hits;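 active = activation above 40% with more than 50 cells counted in the well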;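 also: U2OS osteosarcoma cells stably expressing GPR55 and beta-arrestin-GFP; plate controls were DMSO negative control for no effect and LPI positive control for full effect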
GPR55 LPI antagonism = inhibition of LPI-stimulated GPR55 beta-arrestin translocation – imaging, U2OS, beta-arrestin-GFP, LPI agonist, primary screen (AID 2013) | 290,000 compounds, 0.13% hits | one-dose inhibition, % at 10 µM; IC50 in µM for titrated hits | U2OS GPR55 beta-arrestin-GFP translocation imaging, LPI antagonism; higher % means a stronger effect;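 active = spots per cell inhibited over 60%, with over 100 cells counted and total cytoplasm intensity under 500,000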;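 also: U2OS cells stably carrying GPR55 and arrestin-GFP stimulated by 5 µM LPI near EC80; imaged beta-arrestin-GFP aggregate spots per cell after agonist stimulation; plate controls were LPI-stimulated DMSO wells for no effect and DMSO wells without LPI for full effect; some results filed as inactive read as strong as hits; confirmed hits need IC50 under 10 µM and bright autofluorescent wells are also inconclusive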
NOD1 inhibition = inhibition of NOD1-driven NF-kB reporter – cell-based, luminescence, uHTS, primary screen (AID 1578). NOD1-driven NF-kB luciferase reporter cells, luminescence; higher % means a stronger effect. one-dose inhibition, % at 4 µM; EC50 in µM for titrated hits. 290,000 compounds, 1% hits; in the data active = inhibition mostly above about 36%, no sharp cut-off; inactive = mostly below about 34%;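 also: HEK-293T reporter cells stimulated with the NOD1 agonist gamma-tri-DAP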
KOR beta-arrestin-1 = kappa opioid receptor activators – cell-based, luminescence, uHTS, primary screen (AID 1777) | 280,000 compounds, 0.02% hits | activation, % at 10 µM; hits with a dose series show EC50 in µM | KOR beta-arrestin recruitment, luminescence; higher % means a stronger effect; in the data active = activation above about 50%, passing the limit was not always enough; also: a part of the inactive calls stands beside numbers as strong as those of hits
T cell HTS = T cell immune modulators affecting CD8 T cell-vesicle binding. 2C CD8+ T cell-vesicle binding, flow cytometry; hits give low values. calls only at 7 µM. 330,000 compounds, 0.068% hits. AID 2052;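 active = response, share of CD8 T cells binding vesicles, and their 90th percentile fluorescence all below set limits, cut at about 80% in these data, passing the limit was not always enough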
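Material: 2C TCR transgenic mouse naive CD8+ T cells, MACS-purified. Also added: QL9-charged Drosophila Ld/ICAM-1/B7-1 vesicles. Timing: binding 1.5 h at 37 °C. Measured by: high-throughput flow cytometry with anti-B7-1 and anti-CD8 staining. Read-out: percent CD8+ FL2 mean versus row control. Controls: Unloaded micro-vesicles (low), QL9 vesicles with 0.7% DMSO (high).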
Myeloid diff 2 = compounds promoting myeloid differentiation; ER-HoxA9 myeloid progenitors, lysozyme-GFP differentiation, flow cytometry; calls only at 10 µM; 360,000 compounds, 1% hits;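 active = normalized GFP-positive differentiation at or above the plate's own cutoff, the solvent-only control mean plus 3 SD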;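 also: cells exposed to compound for four days before flow analysis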
KOR beta-arrestin-2 = KOR antagonists, beta-arrestin recruitment, cell-based, luminescence, uHTS (AID 1778); inhibition, % at 10 µM, or IC50 in µM where a hit was titrated; KOR beta-arrestin recruitment, luminescence, antagonist mode; higher % means a stronger effect; 290,000 compounds, 0.091% hits; also: strong numbers were not always called active
T cell HTS vesicle-bound % = also measured in T cell HTS; calls as there; double positive events, %; measured here: CD8+ vesicle-bound cell fraction;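 binding gate set so that unloaded-vesicle control wells show 10% double positive cells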
NTR1 agonist cell count 20 µM = recorded beside NTR1 agonist, whose call it bears; cell count; measured here: cell count, cytotoxicity flag
Myeloid diff 2 GFP+ MAC1+ % = also measured in Myeloid diff 2; calls as there; GFP+ MAC1+ double positive, %; measured here: differentiation confirmed by MAC1 staining
The depositor's hits bear a star; i = inactive; nt = not tested or not shown; [ ] = remark or other dose. Rule as the data show it, unless noted: active = inhibition above about 50%; inactive = the rest.

SMILES	HEK293 NOD2/NF-kB	NTR1 agonist	NTR1 agonist cell count 20 µM	GPR55 beta-arrestin	GPR55 LPI antagonism	NOD1 inhibition	KOR beta-arrestin-1	T cell HTS	T cell HTS vesicle-bound %	Myeloid diff 2	Myeloid diff 2 GFP+ MAC1+ %	KOR beta-arrestin-2
CCOC(=O)c1oc2ccc(OC)cc2c1NC(=O)CN1CCN(C)CC1	-13%	-0.5	84	0.2%	-8%	-13%	2.5%	i	50	i	2.1	-7%
CS(=O)(=O)N(Cc1ccco1)Cc1ccccc1Cl	12%	-0.3	76	0.0%	4%	-15%	-1.3%	i	52	i	2.8	21%
O=Cc1cn(CCC(=O)O)nc1-c1cccc(Cl)c1	1%	-0.6	29	-0.2%	12%	38%	-0.2%	i	49	i	0.2	-28%
CC1(C)NC(=O)N(CC(O)COc2ccccc2-c2ccccc2)C1=O (stereo unspecified)	10%	3.9	53	0.7%	0%	0%	-1.2%	i	40	i	1.0	10%
CCn1c(-c2nn(C)c(C)c2Cl)n[nH]c1=S	17%	-0.5	64	-0.4%	-8%	-20%	-1.4%	i	26	i	1.5	-32%
Cc1ccc(NS(=O)(=O)c2ccc(NC(=O)CSc3ccc(Cl)cc3)cc2)c(C)c1	-17%	0.1	63	-0.1%	13%	16%	0.9%	i	18	i	1.4	-6%
COc1ccc(OC)c(S(=O)(=O)N2CCC(C(=O)N3CCCCCC3)CC2)c1	-2%	0.3	47	-0.1%	-1%	-10%	0.4%	i	16	i	0.9	-10%
CCOC(=O)c1[nH]c(C)c(C(=O)NCCCN2CCOCC2)c1C	6%	-1.3	48	-0.2%	17%	-27%	7.9%	i	47	i	5.3	-5%
COc1ccc(C2C(C(N)=O)=C(C)Nc3nc(-c4ccccc4OC)nn32)cc1OC (stereo unspecified)	-6%	-2.8	41	-0.1%	5%	-29%	1.2%	i	9	i	1.2	-9%
CCCCOC(=O)C1C2C=CC3(CN(CCc4ccccc4)C(=O)C13)O2 (stereo unspecified)	10%	1.9	61	0.0%	0%	1%	-1.9%	i	24	i	0.8	9%

Random excerpt: 5 records from the list
SMILES	HEK293 NOD2/NF-kB	NTR1 agonist	NTR1 agonist cell count 20 µM	GPR55 beta-arrestin	GPR55 LPI antagonism	NOD1 inhibition	KOR beta-arrestin-1	T cell HTS	T cell HTS vesicle-bound %	Myeloid diff 2	Myeloid diff 2 GFP+ MAC1+ %	KOR beta-arrestin-2
Cc1ccc(NS(=O)(=O)c2ccc(NC(=O)CSc3ccc(Cl)cc3)cc2)c(C)c1	-17%	0.1	63	-0.1%	13%	16%	0.9%	i	18	i	1.4	-6%
COc1ccc(OC)c(S(=O)(=O)N2CCC(C(=O)N3CCCCCC3)CC2)c1	-2%	0.3	47	-0.1%	-1%	-10%	0.4%	i	16	i	0.9	-10%
CCn1c(-c2nn(C)c(C)c2Cl)n[nH]c1=S	17%	-0.5	64	-0.4%	-8%	-20%	-1.4%	i	26	i	1.5	-32%
CS(=O)(=O)N(Cc1ccco1)Cc1ccccc1Cl	12%	-0.3	76	0.0%	4%	-15%	-1.3%	i	52	i	2.8	21%
CCOC(=O)c1[nH]c(C)c(C(=O)NCCCN2CCOCC2)c1C	6%	-1.3	48	-0.2%	17%	-27%	7.9%	i	47	i	5.3	-5%

Other entries
SMILES	HEK293 NOD2/NF-kB	NTR1 agonist	NTR1 agonist cell count 20 µM	GPR55 beta-arrestin	GPR55 LPI antagonism	NOD1 inhibition	KOR beta-arrestin-1	T cell HTS	T cell HTS vesicle-bound %	Myeloid diff 2	Myeloid diff 2 GFP+ MAC1+ %	KOR beta-arrestin-2
COc1ccc(C(CC(=O)N2CCCC2)c2c(OC)cc(OC)c3ccc(=O)oc23)cc1 (stereo unspecified)	22%	-5.8	85	-0.2%	-3%	2%	1.7%	i	45	i	1.5	37%
COc1ccc(C(=O)N2CCN(CCNC(=O)C(=O)Nc3ccc(F)cc3)CC2)cc1	1%	0.0	58	0.3%	-2%	-38%	5.7%	i	17	i	0.2	-33%
CCN(CC)CCN1C(=O)C(=O)/C(=C(/O)c2c(C)[nH]c(C(=O)OC)c2C)C1c1cccc(OC)c1 (stereo unspecified)	-14%	0.6	81	-0.3%	8%	2%	-7.9%	i	42	i	0.9	-15%
CCOc1ccc(OCC)c(NC(=O)CSc2nc3cccnc3n2C)c1	17%	1.7	37	0.8%	-8%	-22%	1.5%	i	21	i	0.3	7%
Cc1ccc(C2(C)NC(=O)N(CC(=O)Nc3cc(C)on3)C2=O)cc1 (stereo unspecified)	23%	2.6	45	-0.1%	17%	7%	3.3%	i	48	i	7.1	-8%
COc1ccc(/C=N/NC(=O)CC(=O)NC2CCCCC2)cc1	-2%	0.6	43	-0.3%	8%	6%	3.0%	i	55	i	0.5	-34%
Cc1cc(C)nc(SCc2ccc(C(=O)N/N=C3\CCCC(=O)C3)cc2)n1	16%	-0.3	63	-0.1%	-5%	-28%	14%	i	28	i	0.4	7%
CCN1CCN(C(=O)CN(CC)S(=O)(=O)c2ccc3ccccc3c2)CC1	9%	0.1	50	-0.1%	6%	-21%	-3.7%	i	57	i	0.6	-28%[20 µM]
O=C(c1ccc(N2CCOCC2)c([N+](=O)[O-])c1)N1CCN(Cc2ccccc2)CC1	5%	-0.8	50	1.3%	4%	-22%	0.2%	i	25	nt	nt	-10%
CN(C)/C=C(\C#N)C(=O)N/N=C(\CC(=O)C(F)(F)F)c1ccco1	8%	-0.4	32	0.3%	11%	-10%	-8.2%	i	28	i	0.2	-10%[20 µM]
COc1cccc(NC(=O)CN2C(=O)NC(C)(c3ccc(C)cc3)C2=O)c1 (stereo unspecified)	-20%	-0.2	40	-0.2%	4%	-14%	-4.0%	i	36	i	0.7	-14%
O=C(NCc1ccco1)c1nn2cccnc2c1Cl	12%	-0.3	58	-0.1%	10%	-27%	-2.7%	i	3	i	0.4	14%[20 µM]
CC1CCN(c2nc3ccccc3nc2N2CCC(C)CC2)CC1	8%	0.4	67	-0.2%	8%	-5%	0.3%	i	50	nt	nt	17%
CCc1nnc(NC(=O)CSc2ccc(-c3nc4ccccc4[nH]3)cn2)s1	-81%	2.1	47	-0.3%	3%	59%	-1.8%	i	51	i	3.9	-5%
COc1ccc(S(=O)(=O)NCC(=O)NCc2cc(=O)n(C)c(=O)n2C)cc1F	-6%	-0.3	77	-0.1%	11%	21%	-4.1%	i	1	i	0.6	-4%
CCC(c1nnc(SCCNCCO)n1CCN1CCOCC1)N(C)C (stereo unspecified)	-2%	-0.7	49	-0.2%	3%	1%	8.6%	i	23	nt	nt	15%
COc1cccc(-n2nc(C(N)=O)c(O)cc2=O)c1	-1%	0.8	43	0.9%	-3%	-4%	-0.1%	i	65	i	0.5	15%
Cc1csc(CN(C)C(=O)CC2C(=O)NCCN2Cc2ccc(-c3ccccc3)cc2)n1 (stereo unspecified)	-19%	0.1	57	-0.1%	-1%	-36%	nt	i	28	nt	nt	-69%[20 µM]
COc1ccc(NC(=O)CCNS(=O)(=O)c2cccc3nonc23)cc1	1%	-1.6	49	-0.2%	-2%	-25%	-1.1%	i	24	i	4.5	-4%
Cc1ccc(S(=O)(=O)c2nnn3c2nc(N2CCC(C(N)=O)CC2)c2ccccc23)cc1	-4%	-0.4	66	-0.1%	-15%	8%	4.2%	i	12	i	8.5	-45%
CCc1nnc2n1N=C(c1ccc(Cl)cc1Cl)CS2	10%	0.0	49	-0.1%	7%	-27%	1.2%	i	21	i	0.2	-44%
COc1ccc(C2=NC(c3ccccc3)CO2)cc1 (stereo unspecified)	-88%	-0.6	78	-0.2%	-4%	-43%	1.3%	i	43	nt	nt	-17%
COc1cc2c(cc1OC)CN(C(=O)CCNS(=O)(=O)c1ccccc1F)CC2	4%	-0.5	54	0.3%	7%	-24%	-3.8%	i	14	i	1.2	5%
COC(=O)C(CCSC)NC(=O)CNC(=O)C1CCCCC1 (stereo unspecified)	-9%	-1.9	96	-0.4%	2%	-27%	-3.1%	i	32	i	1.1	-7%
O=C(Nc1ccc2oc(-c3cccnc3)nc2c1)c1ccco1	-10%	-1.1	37	0.2%	1%	1%	4.5%	i	18	i	0.5	-8%
COc1ccccc1NS(=O)(=O)c1cccc(C(=O)NCc2ccco2)c1	13%	-1.6	47	1.1%	-3%	-14%	-5.9%	i	29	i	0.4	15%
CC(C)CCNC(=O)NC(=O)Cn1cc(C(F)(F)F)ccc1=O	14%	nt	nt	0.0%	-8%	8%	3.7%	nt	nt	nt	nt	-8%
Cc1ccc(-n2c(SCc3cc(=O)n4ccsc4n3)nnc2-c2cccnc2)c(C)c1	18%	1.0	53	0.7%	12%	-8%	11%	i	14	i	2.3	-13%
Cn1ccs/c1=N\C(=O)Nc1ccccc1	-63%	0.3	89	0.4%	11%	-7%	nt	i	61	i	0.7	2%
CSCCC(NC(=O)CCN1C(=O)c2ccccc2C1=O)C(=O)O (stereo unspecified)	8%	0.2	81	-0.2%	2%	-23%	3.9%	i	26	i	2.1	23%
CCOC(=O)c1cc(C#N)c(C)nc1N(CC)CC	9%	0.1	68	-0.2%	0%	-8%	5.5%	i	29	i	0.3	-2%
COc1cc(NC(=O)Nc2cccc3cccnc23)cc(OC)c1OC	10%	-0.8	54	0.2%	0%	-13%	7.6%	i	54	i	0.3	-20%[20 µM]
O=C(Cc1ccccc1Cl)NCc1cccnc1	0%	-1.7	50	0.2%	25%	42%	4.2%	i	25	i	1.0	-48%[20 µM]
COc1ccc(N2CCN(C3=CC(=O)N(c4cccc(Cl)c4)C3=O)CC2)cc1	2%	0.3	59	-0.4%	2%	-37%	-2.9%	i	44	i	0.7	-15%
Cc1cccc(CS(=O)(=O)Cc2ccc(C(=O)NCCCN3CCOCC3)o2)c1	19%	1.3	56	-0.2%	16%	-4%	2.0%	i	28	i	0.3	-3%
COc1ccc(CN2CCN(c3ccccn3)CC2)cc1OCc1ccccc1	18%	0.7	82	-0.1%	14%	4%	-3.3%	i	38	i	1.2	28%
Cc1nn(CCC(=O)NNC(=S)Nc2ccccc2)c(C)c1Br	-2%	2.2	47	-0.2%	5%	-4%	-0.1%	i	32	i	0.2	-5%

The list is partial. The share of hits here may be higher or lower than overall.
